SENP1 inh: blocks the human SENP1 SUMO protease catalytic domain; Q9P0U3; recombinant SENP1 catalytic domain, CyPet-SUMO1-YPet FRET cleavage; inhibition, % at 10 µM; hit rate 0.21% among 360,000; AID 624204;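 active = inhibition at least 30% at 10 µM, raw YFP signal under a set limit, fluorescence ratio 0.5 to 1.5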;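 also: 0% = enzyme with DMSO and 100% = no enzyme wells; some results filed as inactive read as strong as hits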
Target sequence (Q9P0U3 419-644 limits assumed): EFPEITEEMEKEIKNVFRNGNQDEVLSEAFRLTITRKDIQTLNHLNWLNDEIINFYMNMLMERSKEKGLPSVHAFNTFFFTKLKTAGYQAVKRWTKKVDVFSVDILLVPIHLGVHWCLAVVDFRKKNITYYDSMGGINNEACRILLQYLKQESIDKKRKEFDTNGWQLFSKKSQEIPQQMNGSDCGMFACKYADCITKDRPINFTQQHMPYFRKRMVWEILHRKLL
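Test system: recombinant human SENP1 catalytic domain, His6-tagged / Medium: pH 8 Tris buffer with EDTA, NaCl, BME, BSA, NP40, catalase / Also added: SUMO1 FRET substrate flanked by Cypet and Ypet, 25 nM / Times: 50 min reaction at room temperature / Signal: FRET, CFP and YFP emission / Control set: no-enzyme low control and enzyme-plus-DMSO high control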
MPTP inh: permeability transition pore inhibition; isolated mouse mitochondria, Ca2+ swelling absorbance, 30 min; inhibition, % at 10 µM; hit rate 1.4% among 360,000;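 active = inhibition of 50% or more, scaled per plate between neutral and stimulator controls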;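 also: 0% = DMSO wells given calcium and 100% = 1 mM EGTA wells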
SENP8 inh: SENP8 (human) protease inhibition. Q96LD8. recombinant SENP8, Nedd8 substrate fluorescence. inhibition, % at 20 µM. hit rate 0.64% among 360,000; in the data active = inhibition mostly above about 40%, no sharp cut-off; inactive = mostly below about 27%
Target sequence (Q96LD8 whole entry, looked up): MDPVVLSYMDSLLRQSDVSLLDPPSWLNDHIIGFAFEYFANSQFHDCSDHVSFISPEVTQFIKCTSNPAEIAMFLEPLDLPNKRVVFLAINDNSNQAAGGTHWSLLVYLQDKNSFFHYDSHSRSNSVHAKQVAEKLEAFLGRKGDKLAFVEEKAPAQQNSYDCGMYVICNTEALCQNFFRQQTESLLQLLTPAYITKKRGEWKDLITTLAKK
* marks the source's active call; other numbers are inactive results; i = inactive.

Start of the listing, in advance, two compounds:
Every second line gives: SENP1 inh | MPTP inh | SENP8 inh
> CC(C)c1ccc([C@@H]2O[C@H](C)CC3=C2C(=O)OC(C)(C)O3)cc1
    -1 | 0.0 | 7
> CC1=C(C(=O)N(C(C)C)C(C)C)CC(CC(=O)NCCc2ccccn2)C(=O)N1Cc1ccc(C(C)(C)C)cc1 (stereo not given)
    -4 | -2.3 | 6

All compounds of this part, from the first entry:
Every second line gives: SENP1 inh | MPTP inh | SENP8 inh
> CC(C)c1ccc([C@@H]2O[C@H](C)CC3=C2C(=O)OC(C)(C)O3)cc1
    -1 | 0.0 | 7
> CC1=C(C(=O)N(C(C)C)C(C)C)CC(CC(=O)NCCc2ccccn2)C(=O)N1Cc1ccc(C(C)(C)C)cc1 (stereo not given)
    -4 | -2.3 | 6
> CC(C)C[C@H]1CN(CCCC[C@H]2CNC(=O)C(=O)N2CC2CCCCC2)C(=O)C(=O)N1CCc1ccc(O)cc1
    1 | 0.5 | 4
> Cc1cccc(-c2ccc(O)cc2CN2CCN(c3ncc(Cc4ccccc4)cn3)CC2)c1
    1 | 2.8 | 11
> CCCCC(=O)N(C)c1c(C)nc2ccc(C(=O)Nc3cccc(NS(C)(=O)=O)c3)cn12
    -1 | -0.3 | -22
> CCCS(=O)(=O)NC(=O)C1(C)CCCN(C(=O)c2cccc(C)c2C)C1 (stereo not given)
    0 | 0.3 | 7
> CC(C)n1nnnc1C1c2ccccc2C(=O)N1Cc1ccco1 (stereo not given)
    2 | -0.4 | 15
> Nc1[nH]c(C(=O)c2ccccc2)c(-c2ccncc2)c1C(=O)NCc1cccc2ccccc12
    0 | 1.1 | 11
> COc1ccc(-c2cccc(N3CCN(c4ccccn4)CC3)n2)cc1OC
    0 | 0.3 | i
> OC(c1ccc(F)c(F)c1)c1nc(-c2cccc(C(F)(F)F)c2)cs1 (stereo not given)
    0 | 9.7 | 11
> COc1cc(CNc2ncnc3c2ncn3[C@H]2CN(Cc3ccco3)C[C@@H](CO)O2)cc(OC)c1OC
    2 | -2.3 | 4
> Cc1cnc(NC(=O)C2(C)CCN2C(=O)C(C)C)s1 (stereo not given)
    1 | -0.2 | 18
> CC(=O)NC(c1ccccc1)c1nc(/C=C/c2ccccc2)cs1 (stereo not given)
    0 | 0.0 | -12
> COc1cccc(-c2cc3nc(NCc4cccnc4)n(C)c(=O)c3s2)c1
    -4 | 1.5 | -169
> Cc1nc2c(OCc3ccc(Cl)cc3)cccn2c1N(C)C(=O)CCC1CCCC1
    -6 | 0.2 | 0
> CCOC(=O)C1(C)CCN1C(=O)c1cccnc1Oc1ccccc1 (stereo not given)
    -2 | 0.5 | 11
> CCc1ccccc1Oc1nc(NCCOC)nc2cc(-c3ccccc3)sc12
    1 | 2.2 | -273
> CC1(C(=O)NCc2ccccc2Br)CCN1C(=O)Cc1ccc(-c2ccccc2)cc1 (stereo not given)
    0 | 0.0 | 19
> O=C(NCc1ccccc1)c1[nH]c(C(F)(F)F)nc1-c1ccccc1
    2 | 0.0 | 15
> O=C(NC1CCCCC1)C(c1ccc(C(F)(F)F)cc1)n1c(=O)c(-c2ccccc2)nc2ccccc21 (stereo not given)
    0 | 0.8 | -412

Single values from the results shown:
SENP8 inh with CC(C)c1ccc([C@@H]2O[C@H](C)CC3=C2C(=O)OC(C)(C)O3)cc1 stands at 7
SENP1 inh with COc1cccc(-c2cc3nc(NCc4cccnc4)n(C)c(=O)c3s2)c1 stands at -4
MPTP inh with OC(c1ccc(F)c(F)c1)c1nc(-c2cccc(C(F)(F)F)c2)cs1 (stereo not given) stands at 9.7
MPTP inh with CC1(C(=O)NCc2ccccc2Br)CCN1C(=O)Cc1ccc(-c2ccccc2)cc1 (stereo not given) stands at 0.0

Next section.
Every second line gives: SENP1 inh | MPTP inh | SENP8 inh
> COc1ccc(NC(=O)C2(C)Cc3c(-c4ccc5c(c4)OCO5)ccnc3O2)cc1 (stereo not given)
    -2 | 0.7 | -29
> COCC(=O)N[C@H]1CC[C@@H](CC(=O)NCc2ccccc2OC)O[C@@H]1CO
    1 | 2.4 | 30
> COc1cccc(CNc2nc3cc(-c4ccc(C)cc4)sc3c(=O)n2C)c1OC
    0 | 1.7 | -91
> O=C(C(O)c1ccc(Br)cc1)N1CCC(Nc2ccc3[nH]ncc3c2)CC1 (stereo not given)
    -27 | 0.1 | -328
> O=C(Nc1cccc(Cl)c1)Nc1nnc([C@H]2C[C@H](O)[C@@H](CO)O2)s1
    -3 | -0.2 | -7
> O=C(Nc1ccc2c(c1)OCCO2)C1c2ccccc2OCC(=O)N1CCCN1CCOCC1 (stereo not given)
    -1 | 0.5 | 7
> CCCCNC(=O)c1cnc(Cc2c[nH]c3ccccc23)c(I)c1
    6 | -0.5 | 18
> O=C(NCc1ccccc1)C1Cc2c(-c3ccc(Cl)cc3)ccnc2O1 (stereo not given)
    1 | 0.8 | 30
> COC(=O)C[C@@H]1C=C[C@H](NC(=O)Cc2ccccn2)[C@@H](CO)O1
    -2 | -1.4 | 16
> CC(C)C(C(=O)NC1CCCC1)N1CCC(O)(c2ccc(Cl)cc2)CC1 (stereo not given)
    1 | -0.7 | 19
> CNc1cncc(-c2ccc(OC)c(OC)c2)n1
    -7 | -0.6 | i
> CCc1nc2ccc(C(=O)Nc3ccc4c(c3)OCC(=O)N4)cn2c1N(C)C(=O)C1CCCCC1
    0 | 0.6 | 1
> CCCC(=O)N1CCC1(C)C(=O)Nc1cc(OC)ccc1OC (stereo not given)
    2 | -0.3 | 14
> Cc1nc2ccccc2n1C(c1cccnc1)c1nc2ccccc2[nH]1 (stereo not given)
    1 | -0.8 | -58
> O=C(Nc1cccc(C(F)(F)F)c1)C1Cc2c(-c3ccccc3)ccnc2O1 (stereo not given)
    -1 | 2.1 | 8
> Clc1ccc2nc(-c3cccc(Br)c3)c(Cc3ccsc3)n2c1
    7 | -1.1 | -53
> COc1ccc(-c2cc(C(=O)NCc3ccc(F)cc3)[nH]n2)c(C)c1
    3 | 0.0 | 23
> O=C(NC(c1ccc(Cl)cc1)c1ccsc1)C1CCN(Cc2ccc(Oc3ccccc3)cc2)CC1 (stereo not given)
    0 | 6.1 | 13
> CCCc1nc2ccc(C)cn2c1Cc1ccc(C)cc1
    -9 | -1.4 | -217
> CN1OC[C@@H]2CN(C(=O)NC3CCCCC3)[C@H](c3ccc(N4CCCCC4)cc3)C[C@@H]21
    0 | 0.4 | 2
> O=C(Nc1nnc([C@H]2C[C@H](O)[C@@H](CO)O2)s1)NC(c1ccccc1)c1ccccc1
    0 | 0.0 | 1
> CC1=C(C(=O)N(C)C)CC(CC(=O)NC2CCCCC2)C(=O)N1Cc1ccc(F)cc1 (stereo not given)
    2 | 1.7 | 8
> CCCCC[C@H](C)N1C[C@H](COCc2ccccc2)Oc2cc(N3CC[C@H](N(C)C)C3)ccc2S1(=O)=O
    -2 | 6.0 | 1
> Cc1ccc2c(c1)CCCO[C@]21O[C@H](CCO)C[C@H](O)[C@H]1O
    4 | -3.2 | 17
> O=c1cccc(-c2cccc3ccccc23)o1
    2 | 0.1 | 5
> CCOC(=O)N(C)c1c(CC)nc2c(OCc3ccccc3)cccn12
    0 | -0.9 | 6
> O=C(Nc1ccc2c(c1)OCO2)C1Cc2c(-c3ccccc3Oc3ccccc3)ccnc2O1 (stereo not given)
    0 | 3.2 | 21
> CC(O)(c1ccccc1)c1nc(-c2cccc(F)c2)cs1 (stereo not given)
    3 | 1.2 | 3
> CCc1nc2c(OCc3cc(Cl)cc(Cl)c3)cccn2c1N(C)C(=O)c1ccc(C)cc1
    0 | -0.5 | 3
> CCOC(=O)C1=CCC(c2cc3ccc(OC)cc3n2C(=O)OC(C)(C)C)NC1 (stereo not given)
    -43 | 0.8 | -387
> CCCCn1nnnc1C1(C)CCC(=O)N1Cc1cc(OC)ccc1OC (stereo not given)
    0 | -2.2 | 8
> CC1(Cc2ccc(OC(F)(F)F)cc2)C(=O)Nc2ccc(OC(F)(F)F)cc21 (stereo not given)
    1 | 1.7 | 12
> CC(O)(c1ccccc1)c1nc(-c2cccc(C(=O)O)c2)cs1 (stereo not given)
    5 | -0.2 | 8
> COc1ccc(CC(N)c2csc(NC(=O)Nc3ccccc3-c3ccccc3)n2)cc1 (stereo not given)
    -1 | 3.3 | -19
> CCOC(=O)[C@]12CCCC=C1N(Cc1ccc3c(c1)OCO3)C(=O)[C@H](CC(=O)NCC13CC4CC(CC(C4)C1)C3)C2
    2 | -0.3 | 11
> CC1=C(C(=O)N2CCCCCC2)CC(CC(=O)NC2CCCC2)C(=O)N1Cc1ccc(C(C)(C)C)cc1 (stereo not given)
    1 | -2.8 | 15
> CC[C@H](C)[C@@H](CO)NC(=O)[C@H]1O[C@@H](n2ccc(N)nc2=O)[C@H](O)[C@@H]1O
    -3 | -0.1 | 16
> COC(=O)C1(C(=O)OC)c2ncccc2N(S(=O)(=O)c2ccc(C)cc2)C1CC(=O)c1ccccc1 (stereo not given)
    -5 | 0.3 | 19
> O=C1c2ccccc2C(c2nnnn2-c2ccc3c(c2)OCCO3)N1CCc1ccc(O)cc1 (stereo not given)
    0 | 0.3 | 20
> CC1(C)OC(=O)C2=C(C[C@@H](CCc3ccccc3)O[C@H]2C2CCCC2)O1
    -8 | 0.6 | 18

(cont.)
Molecule | SENP1 inh | MPTP inh | SENP8 inh
CCOC(=O)C1=CCN(S(=O)(=O)c2ccccc2C)C1c1ccccc1 (stereo not given) | 1 | -0.2 | 16
O=C(c1ccccc1)n1c2ccccc2c(=O)n1-c1ccccc1CCl | 2 | -1.1 | -5
CC(=O)NC(c1cccc(F)c1)c1nc(-c2cccc(C(=O)O)c2)cs1 (stereo not given) | 1 | 0.1 | -36
CC(=O)Nc1cc(-c2ccc(N3CCN(C)CC3)cc2)cn2c(-c3ccc(S(C)(=O)=O)cc3)cnc12 | 22 | 0.3 | -210
Cc1cccc2sc(=S)[nH]c12 | 2 | -2.4 | 6
COC(=O)C[C@H]1CC[C@@H](NC(=O)c2ccncc2)[C@@H](CO)O1 | 3 | -0.9 | 25
CCOC(=O)C1CCCN(C(=O)c2ccc(F)c(Cl)c2)CC1 (stereo not given) | 2 | 0.1 | 20
CCOC(=O)N1CCN(C(=O)C[C@@H]2C[C@@]3(C(=O)OC)CC(C)(C)CC=C3N(CCc3ccc(OC)c(OC)c3)C2=O)CC1 | 4 | 1.3 | -1
COC(=O)c1nc(-c2ccc(C)cc2)[nH]c1C(C)(C)C | 4 | 0.4 | 16
O=C(NCc1ccc(Cl)cc1)c1ccc(-c2ccc(F)c(F)c2)c2ccoc12 | -3 | -0.5 | -11
O=c1[nH]c(=S)[nH]c2c1C(c1ccc(F)cc1)OC(CCC(F)(F)F)C2 (stereo not given) | -2 | 1.3 | 6
CCOC(=O)C1(C)CCCCCN1C(=O)c1ccc(C(F)(F)F)nc1C (stereo not given) | 3 | 2.3 | 9
Cc1ccc(S(=O)(=O)N2[C@H](CC(=O)c3cccs3)OC[C@@H]2C)cc1 | 4 | -0.1 | 26
COc1ccc(C(O)C2c3c(cc4c(c3OC)OCO4)CCN2C)c(CO)c1OC (stereo not given) | 0 | -0.1 | -18
O=C(NC1CC1)c1ccc2nc([C@H]3C[C@H](O)[C@@H](CO)O3)[nH]c2c1 | 2 | -4.3 | 17
CC(C)c1cccc(-c2csc(C(O)c3cccc(Cl)c3)n2)c1 (stereo not given) | 1 | 2.2 | 6
C=CCNc1ncnc2c1ncn2[C@H]1CN(Cc2cccs2)C[C@@H](CO)O1 | 1 | -1.7 | 25
O=C1NC[C@@H](CCCCN2C[C@H](Cc3ccccc3)N(Cc3ccccc3)C(=O)C2=O)N(CCc2ccccc2)C1=O | -2 | -0.4 | 7
CCCCCCN1CCN(C2CN(CCc3ccccc3)S(=O)(=O)C2)CC1 (stereo not given) | 2 | -1.8 | 12
CN(C)Cc1csc(NC(=O)Nc2ccccc2Cc2ccccc2)n1 | 0 | 2.8 | 19
CC(=O)c1ccc(Nc2nc(C(N)c3ccccc3Cl)cs2)cc1 (stereo not given) | -1 | 2.9 | -500
NC(c1ccccc1)c1csc(NC(=O)Nc2ccccc2Oc2ccccc2)n1 (stereo not given) | -2 | 2.7 | 8
Cc1cccc(C)c1NC(=O)Nc1nnc([C@@H]2C[C@H](O)[C@@H](CO)O2)s1 | 1 | -0.1 | 4
Cc1nc2ccc(S(=O)(=O)CCC(=O)NCCc3ccccc3)cc2s1 | -2 | -1.4 | 7
COc1ccc(Cc2c(-c3ccc(C#N)cc3)nc3c(Cl)cc(C(F)(F)F)cn23)c(C)c1 | 0 | -0.2 | -41
c1ccc(CCNc2ccc3ncc(-c4cccc5ccccc45)n3n2)nc1 | 2 | 22 | i
Cc1cc(C)c(CN2CCN(C(=O)CC[C@H]3O[C@@H](n4ccc(=O)[nH]c4=O)[C@H](O)[C@@H]3O)CC2)c(C)c1 | 1 | -0.7 | 8
CC1(C(=O)Nc2ccc3[nH]ncc3c2)CCN1C(=O)Cc1ccc(-c2ccccc2)cc1 (stereo not given) | -1 | 4.4 | 11
Cc1cccc(C)c1NC(=O)C(CCc1ccccc1)n1c(=O)c(-c2cc3ccccc3[nH]2)nc2ccccc21 (stereo not given) | -17 | 2.9 | -402
CC(C)NC(=O)C1(C)CCCN1Cc1ccccc1 (stereo not given) | -1 | -0.8 | 16

This is a subset, so the mix of outcomes need not match the whole.
